Assay outcomes as filed in PubChem BioAssay.
D3 ag – activates the human D3 dopamine receptor; D3R DiscoveRx beta-arrestin cells, luminescence, 90 min; P35462; hit rate 0.58% among 410,000; max activation, %; in the data active = max activation above about 30%; note: 0% is about no effect; mostly tested at two doses, the higher about 12 µM
Target sequence (P35462 whole entry, looked up): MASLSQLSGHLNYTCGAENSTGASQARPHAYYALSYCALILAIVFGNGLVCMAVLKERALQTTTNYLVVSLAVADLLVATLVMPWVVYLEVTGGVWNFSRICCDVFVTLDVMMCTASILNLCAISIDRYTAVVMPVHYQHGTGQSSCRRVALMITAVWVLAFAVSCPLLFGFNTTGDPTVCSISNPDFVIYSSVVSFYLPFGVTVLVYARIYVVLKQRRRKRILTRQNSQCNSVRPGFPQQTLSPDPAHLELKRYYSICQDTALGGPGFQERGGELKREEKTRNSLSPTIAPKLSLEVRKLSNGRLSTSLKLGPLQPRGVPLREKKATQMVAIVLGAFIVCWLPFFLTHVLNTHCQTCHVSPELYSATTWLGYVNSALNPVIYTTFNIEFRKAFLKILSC
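Cells at 1500/well, incubated overnight, then treated with pinned compounds (dopamine as control) for 90 min at 37 degrees C. DiscoveRx reagent added for 30 - 60 minutes at room temperature; luminescence read.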
The depositor's hits bear a star. An excerpt (hit frequency here may not be typical).

SMILES	D3 ag
COCCCNC(=O)c1oc2c(c1C)-c1nn(Cc3ccccc3Cl)cc1CC2	-10
Cc1noc(/C=C/c2cccs2)c1S(=O)(=O)N1CCC(C(=O)NCc2ccccc2Cl)CC1	5
CC1CCc2onc(C(=O)N3CCN(c4cccc(Cl)c4)CC3)c2C1 (stereo not given)	-2
CCc1cc2c(cc3c(=O)n(CC(=O)NC(C)c4ccccc4)ncn32)s1 (stereo not given)	11
COC(=O)c1ccc(NC(=O)C(=O)NCCc2sc3nc(-c4ccc(OC)cc4)nn3c2C)cc1	5
COc1ccc(Br)cc1CNC(=O)CCCn1c(=O)c2cccn2c2cccnc21	-13
CCc1ccc(NC(=O)CCCc2nnc3n(C(C)CC)c(=O)c4sccc4n23)cc1 (stereo not given)	-3
Cc1ccccc1CNC(=O)CCC(=O)N1CCSc2ccccc21	-2
N#C/C(=C\c1c(Oc2ccc(Br)cc2)nc2ccccn2c1=O)c1nc2ccccc2s1	19
COc1ccc(CNC(=O)c2cnc3sc(N4CCCC4)nn3c2=O)cc1OC	1
O=C(CN1C(=O)COc2ccc(S(=O)(=O)N3CCCC3)cc21)NCCc1ccc(Cl)cc1	3
Cc1ccc(C(=O)Nc2ccc(-c3nc4ccccc4s3)c(O)c2)c(C)c1	-9
COc1ccc(C(=O)Nc2nc(-c3ccc(Br)cc3)ns2)cc1	11
C/C1=C2N=C(/C=C3N=C(/C(C)=C4\[N-][C@@](C)([C@@H]5N=C1[C@](C)(CCC(=O)NCC(C)OP(=O)(O)O[C@H]1[C@@H](O)[C@@H](n6cnc7cc(C)c(C)cc76)O[C@@H]1CO)[C@H]5CC(N)=O)[C@@](C)(CC(N)=O)[C@@H]4CCC(N)=O)[C@@](C)(CC(N)=O)[C@@H]\3CCC(N)=O)C(C)(C)[C@@H]/2CCC(N)=O.CC(=O)O.[Co] (stereo not given in full)	-24
O=C(Nc1cccc(-c2nc3ccccc3[nH]2)c1)c1ccccc1F	-8
Cc1ccc2nc(/C(C#N)=C/c3ccccc3F)[nH]c2c1	-1
Cc1ccccc1NC(=O)CSc1nc(-c2cccs2)nc2cc(=O)[nH]n12	7
COc1ccc(N(C(=O)/C=C\C(=O)Nc2ccc(C)cc2)C(C(=O)NCc2ccco2)c2ccc(C)cc2)cc1 (stereo not given)	4
Cc1c(NC(=O)c2ccccc2F)cccc1-c1nc2cccnc2s1	-10
COc1cc(C2C(=O)N(C3CCCCC3)CC(=O)N2C2CCCC2)ccc1OC(C)C (stereo not given)	-18
CCOc1ccc(CN2C(=O)C(=O)c3cccc(C)c32)cc1OC	-23
CC(C)CNc1nc(NC(C)(C)C)nc(Oc2ccc(=O)n(-c3ccccc3)n2)n1	10
O=C(Nc1ccc2nc(SCC(=O)N3CCCc4ccccc43)sc2c1)c1ccc(F)cc1	3
CCC(Sc1nc2cc3c(cc2c(=O)n1CCCC(=O)NCc1ccc(OC)cc1)OCO3)C(=O)NCCCOC (stereo not given)	7
COc1ccc(C2=C(C)C(=NCCCN3CCN(c4cc(C)ccc4C)CC3)NS2(=O)=O)cc1	-41
COc1cc(Cl)c(C)cc1NC(=O)CC1Oc2ccccc2NC1=O (stereo not given)	1
O=C(NC1CC(=O)N(c2cccc(F)c2)C1)C1CC1 (stereo not given)	17
COc1ccc(-c2cc(C(=O)N3CCCCC3C)no2)cc1OC (stereo not given)	5
CCc1cccc(NC(=O)CSc2nc3ccccc3nc2N2CCCCC2)c1	2
Cc1ccccc1Cn1ccn(-c2ccc(F)c(F)c2)c(=O)c1=O	69*
COc1ccc(C(=O)Nc2ccccc2C(=O)OCc2cc(=O)n3c4c(sc3n2)CCCC4)cc1	-11
Cc1ccccc1-c1noc(-c2nnn(-c3ccccc3C)c2N)n1	2
Cc1cccc(-n2cc(-c3ccccc3)c3c(NC4CCCC4)ncnc32)c1	9
COc1cc2c(cc1OC)[C@@H]1CC(=O)[C@@H](CC(C)C)CN1CC2	-18
O=c1c2sccc2n(Cc2cc(=O)n3cc(Cl)ccc3n2)c(=O)n1-c1ccccc1	3
Cc1ccc(CNC(=O)c2ccc(CSCc3ccccc3Cl)o2)cc1	-4
COCCCNC(=O)c1ccc(Cn2c(SCc3ccc(F)cc3)nc3cccnc32)cc1	-5
COc1ccc(CCNC(=O)CCc2cn(Cc3ccccc3Cl)c3ccccc23)c(OC)c1	-15
COc1cc(/C=C/c2nc(C#N)c(NC(C)c3ccccc3)o2)cc(OC)c1OC (stereo not given)	13
COc1ccccc1Cn1ccn(Cc2c(F)cccc2Cl)c(=O)c1=O	1
CCOc1ccccc1NC(=O)CN1C(=O)COc2ccc(S(=O)(=O)N3CCCCC3)cc21	-5
Cc1ccc(/C=C(\C#N)C(=O)Nc2cccc(Cl)c2)o1	-3
COc1ccc(C(C)=O)cc1CSc1nc(NCc2ccccc2)c2ccccc2n1	-18
Cc1ccc(NC(=O)CSc2nc3c([nH]c4ccccc43)c(=O)n2-c2ccccc2)cc1Cl	-10
CCS(=O)(=O)c1ncc(Cl)c(C(=O)NCc2ccccc2)n1	-17
CC1CCN(C(=O)Cn2cc(SCC(=O)NCc3ccccc3Cl)c3ccccc32)CC1	-6
Cc1cc(-c2ccc(C)c(S(=O)(=O)N(Cc3cccs3)C(C)C)c2)on1	5
CCN(c1ccccc1)S(=O)(=O)c1nnc(NC(=O)c2cccs2)s1	-26
CCc1nnc(SCC(=O)N(C)c2ccccc2)c2cc3sccc3n12	-20
CCOc1ccccc1NC(=O)CSc1cn(CC(=O)N2CCCCCC2)c2ccccc12	-8
COc1ccc(NC(=O)CSc2nc(-c3ccco3)cc(C(F)(F)F)n2)cc1OC	11
COc1cccc(C(=O)NCc2cn3ccccc3n2)c1	-7
O=C(Cn1c(=O)oc2ccccc21)NCc1ccc(Cl)cc1	4
Cc1ccc(NC(=O)Nc2cccs2)c(C)c1	1
Cc1cc(C)cc(OCCCn2c(CCNC(=O)C3CCCCC3)nc3ccccc32)c1	-17
CN(C(=O)c1ccc2c(c1)N(Cc1ccccc1F)C(=O)c1ccccc1S2)C1CCCCC1	-14
COc1cccc(CNC(=O)C2CCN(S(=O)(=O)c3cn(C)cn3)CC2)c1	-10
Cn1cnc(S(=O)(=O)N2CCC(C(=O)NCc3ccc(F)cc3)CC2)c1	-11
O=C(c1ccc2c(c1)N(Cc1cccc(Cl)c1)C(=O)c1ccccc1S2(=O)=O)N1CCCC1	3
COC(=O)c1c(-c2cccs2)csc1NC(=O)COc1ccc(C(C)C)cc1	-5

Part of the list above, bar-delimited:
Structure | D3 ag
CCN(c1ccccc1)S(=O)(=O)c1nnc(NC(=O)c2cccs2)s1 | -26
CCc1nnc(SCC(=O)N(C)c2ccccc2)c2cc3sccc3n12 | -20
CCOc1ccccc1NC(=O)CSc1cn(CC(=O)N2CCCCCC2)c2ccccc12 | -8
COc1ccc(NC(=O)CSc2nc(-c3ccco3)cc(C(F)(F)F)n2)cc1OC | 11

The results go on:
SMILES	D3 ag
Cc1c(Cl)ccc2sc(NC(=O)c3ccc(S(=O)(=O)N4CCCc5ccccc54)cc3)nc12	10
O=C(Nc1ccc(F)cc1)C1CCCN(c2ncnc3c2nc2n3CCCCC2)C1 (stereo not given)	11
Cc1c(-c2ccccc2)c(=O)oc2ccc(OC(=O)N3CCOCC3)cc12	-2
Cc1cc(=O)[nH]c(SCC(=O)N2CCN(c3ccccc3)CC2)n1	-2
CC(C)c1ccc(NC(=O)c2ccc(CN3CC(=O)N4CCCCC4C3=O)cc2)cc1 (stereo not given)	-2
CN(C)c1ccc(CNC(=O)C2CCN(S(=O)(=O)c3cn(C)cn3)CC2)cc1	-15
Cc1ccccc1C(=O)NCCc1csc(-c2ccc(C(F)(F)F)cc2)n1	5
Cc1ccc(NC(=O)C2CCC(CNS(=O)(=O)c3cccs3)CC2)cc1C (stereo not given)	4
COc1ccc(S(=O)(=O)NCC(c2ccco2)N2CCN(c3ccc(F)cc3)CC2)cc1C (stereo not given)	-13
COc1cccc(Cc2nc3ccccc3nc2SCC(=O)N2CCc3ccccc32)c1	-5
CCc1nn2c(=O)cc(COC(=O)c3ccccc3NC(=O)c3cccs3)nc2s1	10
CN(C(=O)CSc1nnc2[nH]c(=O)cc(-c3ccccc3)n12)c1ccccc1	4
O=C(Cn1c(=O)nc(-c2ccccc2)c2ccccc21)NCc1ccc(F)cc1	7
Cc1c(C(=O)N(Cc2ccc(Cl)cc2)CC2CCCO2)oc2ccc(F)cc12 (stereo not given)	8
C#CC(C)(CC)NC(=O)Cn1nnc(-c2ccc(OCc3c(F)cccc3Cl)cc2)n1 (stereo not given)	8
COc1ccc(C(CNC(=O)Cc2ccc(Cl)cc2)N2CCOCC2)cc1 (stereo not given)	2
CCOc1ccc(CCNC(=O)Cn2c(=O)c3cccn3c3ccc(F)cc32)cc1OCC	2
CCC1CN(C(=O)N2CCC(C(=O)N3CCN(c4cccc(C)c4C)CC3)CC2)c2ccccc2O1 (stereo not given)	8
Cc1cccc(NC(=O)c2ccc(F)c(S(=O)(=O)N(C)C3CCCCC3)c2)c1	8
COc1ccccc1Cc1nc2ccccc2nc1SCC(=O)Nc1cccc(Cl)c1C	-14
CCN(CC)S(=O)(=O)c1ccc2c(c1)N(CC(=O)NCCCN1CCN(c3ccccc3F)CC1)C(=O)CO2	-28
CN(C)CCNC(=O)C1CCN(c2ncnc3c2nc2n3CCCCC2)CC1	-11
Cc1ccc(CNC(=O)c2oc3c(c2C)-c2nn(Cc4ccc(Cl)cc4)cc2CC3)cc1	-5
CCc1ccc(-c2nc(CS(=O)CC(=O)NCCc3ccc(C)cc3)c(C)o2)cc1 (stereo not given)	-6
CCOC(=O)c1cnc2ccc(OC)cc2c1NCCc1ccccc1	-3
Cc1ccc(NC(=O)N2CCN(c3ccc(Cl)c(Cl)c3)CC2)cc1	-6
CCCCOc1ccccc1C(=O)Nc1nonc1-c1ccccc1	35*
COc1ccc(Cl)cc1NC(=O)CSc1cn(CC(=O)N2CCCCC2)c2ccccc12	1
Cc1ccc(C)c(NC(=O)Nc2cc3c(cc2N2CCCCC2)n(C)c(=O)n3C)c1	4
CCC(Oc1ccc(F)cc1)C(=O)Nc1nc2c(s1)CCCC2 (stereo not given)	-5
Cc1ccc(NC(=O)Cn2ccn(Cc3ccc(Cl)cc3)c(=O)c2=O)cc1C	3
O=C(CSc1nc2c([nH]c3ccccc32)c(=O)n1-c1ccc(F)cc1)Nc1ccc2c(c1)OCCO2	-17
O=C(CSc1nc(Nc2ccc(F)cc2)c2ccccc2n1)c1ccc(F)cc1	11
COCc1cc(C)nc2sc3c(=O)n(-c4cc(C)ccc4C)nnc3c12	-3
CCc1ccc(-n2nc(CO)c(C(=O)NCCOC)n2)cc1	1
O=C(NCc1ccc(Cl)cc1)C1CCCN(c2nc3ccccc3n3cccc23)C1 (stereo not given)	-9
Nc1c(-c2nc(-c3cccs3)no2)nnn1-c1ccc(Cl)cc1	6
O=C(Nc1ccccc1C(=O)OCc1cc(=O)n2c3c(sc2n1)CCCC3)c1ccccc1	-7
COC(=O)c1c(-c2cccs2)csc1NC(=O)COc1c(C)ccc(C)c1C	9
CC1(C)O[C@H]2[C@@H](O1)[C@@H](C(=O)Nc1ccc(F)c(F)c1)O[C@@H]1OC(C)(C)O[C@@H]12	0
Cc1ccc(C(=O)Nc2ccccc2C(=O)OCc2cc(=O)n3nc(C(C)C)sc3n2)cc1	2
CC(=O)c1ccc(NC(=O)Cn2c(=O)c3cccn3c3ccccc32)cc1	0
Cc1ccc2c(c1)c1c(c(=O)n(-c3ccccc3)c(=O)n1CC(=O)N1CCCC1)n2C	0
Cc1ccc(CCNC(=O)CN2C(=O)COc3ccc(S(=O)(=O)N4CCCC4)cc32)cc1	5
COc1ccc(CNC(=O)Cn2nc(C)c3nn(-c4ccc(Cl)cc4)c(C)c3c2=O)cc1	11

No new results follow: entries from further up.
SMILES	D3 ag
Cc1ccc(NC(=O)Cn2ccn(Cc3ccc(Cl)cc3)c(=O)c2=O)cc1C	3
O=C(CSc1nc2c([nH]c3ccccc32)c(=O)n1-c1ccc(F)cc1)Nc1ccc2c(c1)OCCO2	-17
O=C(CSc1nc(Nc2ccc(F)cc2)c2ccccc2n1)c1ccc(F)cc1	11
COCc1cc(C)nc2sc3c(=O)n(-c4cc(C)ccc4C)nnc3c12	-3
CCc1ccc(-n2nc(CO)c(C(=O)NCCOC)n2)cc1	1

Single values from the list:
Reading for `Cc1ccc(C(=O)Nc2ccccc2C(=O)OCc2cc(=O)n3nc(C(C)C)sc3n2)cc1` in D3 ag: 2
Reading for `O=C(CSc1nc2c([nH]c3ccccc32)c(=O)n1-c1ccc(F)cc1)Nc1ccc2c(c1)OCCO2` in D3 ag: -17
Reading for `O=C(NCc1ccc(Cl)cc1)C1CCCN(c2nc3ccccc3n3cccc23)C1` (stereo not given) in D3 ag: -9
Reading for `O=C(CSc1nc(Nc2ccc(F)cc2)c2ccccc2n1)c1ccc(F)cc1` in D3 ag: 11

Continued:
SMILES	D3 ag
COc1cccc(CNC(=O)CCCn2c(=O)c3cccn3c3ccc(F)cc32)c1OC	5
O=C(Cn1c(=O)c2cccn2c2cccnc21)NCc1cccc(F)c1	7
CCC(C(=O)NCCc1ccc(SC)cc1)n1nc(C)c2c(C)n(-c3ccc(C)cc3)nc2c1=O (stereo not given)	-4
Cc1cc(S(=O)(=O)NCC(c2ccco2)S(=O)(=O)c2cccs2)ccc1F (stereo not given)	-1
COc1ccc(NC(=O)Cn2c(SCc3ccc(C)cc3)nc3cccnc32)c(OC)c1	39*
Cc1ccc(-c2cc(C(=O)N3CCN(c4ccccc4)CC3)c3ccccc3n2)cc1C	25
